Screens: PubChem, National Center for Advancing Translational Sciences (NCATS)
Sm TGR block = blocks Schistosoma mansoni thioredoxin glutathione reductase. Potency, µM (series often up to 114 µM), without a hit: top-dose activity change, negative = inhibition, usual class: inhibitors. Q962Y6. purified TGR, DTNB reduction, TNB absorbance 405 nm. 360,000 tested, 3% active; note: potency is the fitted concentration of half-maximal effect; nearly all actives have a fitted effect of over 60% in size
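Kinetic colorimetric format: TGR-catalysed, NADPH-driven DTNB reduction monitored via TNB absorbance. Enzyme dispensed at 20 nM; compound exposure 15 min at room temperature before reaction start.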
HCV inhibitor = blocks hepatitis C virus; 340,000 tested, 3.4% active; Huh7.5.1 HCVcc-Cre infection, luciferase reporter, 44 h; AID 651820; Potency, µM (doses to about 41.8 µM), for inactives: at the highest dose activity change, negative = inhibition, usual class: inhibitors; note: potency is the fitted concentration of half-maximal effect
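HCVcc-Cre virus at an moi near 0.5 was added right after compound to cells cultured 4 h from seeding (1,000 cells/well). Luciferase activity was determined 44 h later, 15 min after substrate addition at RT.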
FBPA Giardia inh = blocks Giardia fructose-bisphosphate aldolase activity | A8B2U2 | purified Giardia FBPA | Potency, µM (top dose mostly 59.6 µM), without a hit: at the highest dose activity, negative = inhibition, most hits filed as inhibitors | 290,000 tested, 0.71% active | AID 2451; note: potency is the fitted concentration of half-maximal effect; nearly all actives have a fitted effect of over 55% in size
Target sequence (A8B2U2 whole entry, looked up): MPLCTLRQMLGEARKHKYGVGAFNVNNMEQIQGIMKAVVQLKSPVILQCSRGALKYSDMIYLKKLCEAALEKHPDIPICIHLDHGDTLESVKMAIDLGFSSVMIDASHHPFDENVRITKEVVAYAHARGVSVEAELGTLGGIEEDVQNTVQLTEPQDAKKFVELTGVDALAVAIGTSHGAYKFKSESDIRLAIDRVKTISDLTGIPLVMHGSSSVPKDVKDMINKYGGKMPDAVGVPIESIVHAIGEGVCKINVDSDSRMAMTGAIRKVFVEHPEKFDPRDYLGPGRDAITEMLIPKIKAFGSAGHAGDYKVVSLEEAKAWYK
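Giardia FBPA (40 nM reagent) was preincubated 10 min at RT with compound (up to 57.5 uM final), then substrate plus GAPDH/TPI/NAD/arsenate coupling system with diaphorase/resazurin was added; resorufin fluorescence (525/598 nm) was read after 20 min.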
AmpC inh detg = inhibitors of E. coli AmpC beta-lactamase with detergent; Potency, µM (titrated, usually from 114 µM), inactives show top-dose activity change, negative = inhibition, usual class: inhibitors; 370,000 tested, 0.041% active; AmpC hydrolysis of nitrocefin, absorbance 480 nm, 0.01% Triton;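 note: potency is the fitted concentration of half-maximal effect; 0% = no-compound wells and -100% = no-enzyme wells; nearly all actives have a fitted effect of over 25% in size; some results filed as inactive show a strong effect at the top dose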
Target sequence (P00811 whole entry, looked up): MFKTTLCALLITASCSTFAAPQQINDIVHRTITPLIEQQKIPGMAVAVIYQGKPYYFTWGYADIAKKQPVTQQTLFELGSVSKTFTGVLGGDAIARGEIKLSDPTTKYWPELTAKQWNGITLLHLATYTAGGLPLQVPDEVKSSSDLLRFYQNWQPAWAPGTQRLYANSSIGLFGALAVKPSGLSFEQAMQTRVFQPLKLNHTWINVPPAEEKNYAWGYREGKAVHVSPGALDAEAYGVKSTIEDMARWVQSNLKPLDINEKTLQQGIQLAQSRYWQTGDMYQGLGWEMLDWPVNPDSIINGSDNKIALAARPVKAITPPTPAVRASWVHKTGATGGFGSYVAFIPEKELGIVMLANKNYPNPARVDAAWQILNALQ
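AmpC (5.3 nM in the dispensed reagent) in 20 mM phosphate pH 7.0 with 0.01% (detergent screen) or 0.0001% Triton X-100 was preincubated with compounds for 15 min at room temperature. Nitrocefin was then added from an 800 uM solution, and hydrolysis was followed at 480 nm.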
HCMV antiviral = human cytomegalovirus inhibition | AID 1259415 | 410,000 tested, 4.5% active | activity change, negative = inhibition, % at 57.5 µM | HFF cells, HCMV-luciferase reporter, 72 h; stronger effect = lower value; in the data active = activity change below about -60%; inconclusive = no clear call, values can overlap the other calls; inactive = above about -39%
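Inhibition of viral replication was scored as loss of reporter luminescence in HFFs infected with HCMV-luciferase (MOI 1 PFU/cell) for 72 h; compounds tested at 2 doses, normalized to buffer and Salinomycin controls.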
AmpC inh no detg = AmpC beta-lactamase inhibition without detergent; AID 485341; 330,000 tested, 0.52% active; Potency, µM (top dose mostly 57.1 µM), without a hit: at the top dose activity change, negative = inhibition, most hits filed as inhibitors; AmpC nitrocefin hydrolysis, absorbance 480 nm, 0.0001% Triton;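 note: potency is the fitted concentration of half-maximal effect; plate controls were no compound for no effect and no enzyme for full effect; nearly all actives have a fitted effect of over 20% in size; some results filed as inactive show a strong effect at the top dose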
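AmpC (5.3 nM in the dispensed reagent) in 20 mM phosphate pH 7.0 with 0.01% (detergent screen) or 0.0001% Triton X-100 was preincubated with compounds for 15 min at room temperature. Nitrocefin was then added from an 800 uM solution, and hydrolysis was followed at 480 nm.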
* = called active by the depositor; & = joins results of further samples; [ ] = dose if it differs, or a comment. Unless noted, calls come from the whole dose curve; as a rule, active = well fitted curve in the direction sought with a large enough effect; inconclusive = small, poorly fitted or top-dose-only effect, or another doubt; inactive = no such curve, though single readings can be large; an effect the other way counts as inactive or inconclusive. Unless noted, % is set by controls: 0 for no effect and ±100 for the full control effect.

`COc1ccc2c(c1)C(=O)C(=O)N2` gave Sm TGR block -2%, HCV inhibitor 8%, FBPA Giardia inh -17%, AmpC inh detg inconclusive, HCMV antiviral -9 and AmpC inh no detg -9%.
O=C1c2ccccc2N(Cc2ccc(Cl)cc2)C2=NCCN12 was read as Sm TGR block -10%, HCV inhibitor -2%, FBPA Giardia inh 0%, AmpC inh detg -17%, HCMV antiviral 24 and AmpC inh no detg -24%.
Screening O=C(O)c1ccccc1C(=O)O returned Sm TGR block 0%, HCV inhibitor 11%, AmpC inh detg 2%, HCMV antiviral -13 and AmpC inh no detg -8%.
`CCOc1ccccc1N1CCN(CC(=O)N(CC(C)C)c2c(N)n(CC(C)C)c(=O)[nH]c2=O)CC1` gave Sm TGR block -18%, HCV inhibitor 29%, FBPA Giardia inh 3%, AmpC inh detg 1%, HCMV antiviral inconclusive and AmpC inh no detg -7%.
Cc1ccc(CCNC(=O)CN2C(=O)COc3ccc(S(=O)(=O)N4CCCCC4)cc32)cc1 was read as Sm TGR block -3%&6%, HCV inhibitor -29%, AmpC inh detg 3%&-3%, HCMV antiviral inconclusive and AmpC inh no detg 2%.
For CCn1cc(C(=O)OCC(=O)c2ccc(Cl)cc2)c(=O)c2ccc(C)nc21 the results were Sm TGR block 0%, HCV inhibitor -5%, FBPA Giardia inh 7%, AmpC inh detg -4%, HCMV antiviral -21 and AmpC inh no detg -17%.
`O=C(Nc1ccc(Oc2ccccc2)nc1)C1CCCCN1Cc1ccco1` (stereo not drawn) gave Sm TGR block 0%, HCV inhibitor -15%, AmpC inh detg 3%, HCMV antiviral 3 and AmpC inh no detg 12%.
`O=C(CSc1nc(-c2ccccc2)c(-c2ccccc2)[nH]1)N1CCN(S(=O)(=O)c2ccccc2)CC1` gave Sm TGR block -20%, HCV inhibitor inconclusive, FBPA Giardia inh 0%, AmpC inh detg 2%, HCMV antiviral -88* and AmpC inh no detg 22%.
`CCC(C)NS(=O)(=O)c1ccc(S(=O)(=O)N(CCc2ccc(OC)c(OC)c2)Cc2cccs2)cc1` (stereo not drawn) gave Sm TGR block 4%, HCV inhibitor 11µM*, FBPA Giardia inh -1%, AmpC inh detg -9%, HCMV antiviral -64* and AmpC inh no detg -14%.
`CCCCC1(C(=O)OCC)CC(CSC(=N)N)OC1=O` (stereo not drawn) gave HCV inhibitor 9%, FBPA Giardia inh -1%, AmpC inh detg 4%, HCMV antiviral inconclusive and AmpC inh no detg -5%.
CCc1ccc2nc(N(CCN(C)C)C(=O)c3ccc4ccccc4c3)sc2c1 was read as Sm TGR block 42%[activator], HCV inhibitor inconclusive, FBPA Giardia inh -20%, AmpC inh detg inconclusive and AmpC inh no detg -15%.
Cc1nnc(SCC(=O)Nc2cc(S(C)(=O)=O)ccc2Cl)n1Cc1ccccc1 was read as Sm TGR block 9%, HCV inhibitor inconclusive, FBPA Giardia inh 10%, AmpC inh detg 1%, HCMV antiviral 29 and AmpC inh no detg 19%.
O=C(c1coc(=O)c2ccccc12)N1CCN(Cc2ccccc2)CC1 was read as Sm TGR block -10%, HCV inhibitor 21%, FBPA Giardia inh 3%, AmpC inh detg -1%, HCMV antiviral 3 and AmpC inh no detg -1%.
Screening Cc1cccc(NC(=O)CN2C(=O)CNC2=O)c1 returned Sm TGR block 0%, HCV inhibitor 11%, FBPA Giardia inh 0%, AmpC inh detg inconclusive, HCMV antiviral 2 and AmpC inh no detg -4%.
CSCC[C@H](NC(=O)NCc1ccccc1F)C(=O)O was read as Sm TGR block 0%, HCV inhibitor 2%, FBPA Giardia inh 7%, AmpC inh detg -14%, HCMV antiviral -14 and AmpC inh no detg -8%.
`CN1CCN(NC(=O)c2ccc(Cl)c(S(=O)(=O)Nc3ccc(Cl)cc3)c2)CC1` gave Sm TGR block 2%, HCV inhibitor 7%, FBPA Giardia inh -10%, AmpC inh detg 1%, HCMV antiviral -28 and AmpC inh no detg -8%.
For COc1cccc(/C=N/NC(=O)C(=O)NCc2cccnc2)c1O the results were Sm TGR block -3%, HCV inhibitor -4%, FBPA Giardia inh inconclusive, AmpC inh detg -8%, HCMV antiviral -16 and AmpC inh no detg -11%.
For CCC(=O)Nc1cc(C(F)(F)F)ccc1N1CCCC1 the results were Sm TGR block -5%[57.1 µM], HCV inhibitor 9%, FBPA Giardia inh 2%, AmpC inh detg 2%, HCMV antiviral 30 and AmpC inh no detg 4%.
`Cc1nnc(N2CCCC(C(=O)Nc3cccc(C(F)(F)F)c3)C2)c2nn(-c3ccccc3)c(C)c12` (stereo not drawn) gave Sm TGR block 15%, AmpC inh detg 6% and HCMV antiviral -33.
CN(CC(=O)Nc1ccccc1[N+](=O)[O-])Cc1ccc(Br)cc1 was read as Sm TGR block 0%, HCV inhibitor -11%, FBPA Giardia inh -4%, AmpC inh detg -5%, HCMV antiviral inconclusive and AmpC inh no detg -12%.
For COc1cc(/C=C2\SC(N)=NC2=O)ccc1OCC(=O)Nc1ccc(C)cc1 the results were Sm TGR block -12%, HCV inhibitor inconclusive, FBPA Giardia inh -2%, AmpC inh detg inconclusive, HCMV antiviral -26 and AmpC inh no detg 10µM*.
COc1ccc(CN2C(=O)CCC(C(=O)O)C2c2ccccc2)cc1 (stereo not drawn) was read as Sm TGR block inconclusive, HCV inhibitor 37%[activator], FBPA Giardia inh 9%, AmpC inh detg 2%, HCMV antiviral -34 and AmpC inh no detg -11%.
O=C(CN1C(=O)C(=O)N(Cc2ccco2)C1=O)Nc1ccccc1 was read as HCV inhibitor 13%, HCMV antiviral 26 and AmpC inh no detg -18%.
CC(=O)Nc1cc2nc(C)n(Cc3ccccc3)c2nc1C was read as Sm TGR block 4%, HCV inhibitor -11%, FBPA Giardia inh 4%, AmpC inh detg -19%, HCMV antiviral 10 and AmpC inh no detg -7%.
Cc1c(C(=O)/C=C/N(C)C)nnn1-c1ccc(Cl)cc1C#N was read as Sm TGR block -3%, HCV inhibitor 5%, FBPA Giardia inh 2%, AmpC inh detg 4%, HCMV antiviral 10 and AmpC inh no detg -46%.
Screening Cc1ccccc1NC(=O)Cn1nnc(-c2ccc(N3CCOCC3)cc2)n1 returned Sm TGR block 0%, HCV inhibitor 1%, FBPA Giardia inh 8%, AmpC inh detg 4%, HCMV antiviral 39 and AmpC inh no detg -13%.
`COc1ccccc1CC(NC(C)=O)C(=O)NC1CCN(S(=O)(=O)c2ccc(NC(C)=O)cc2)CC1` (stereo not drawn) gave Sm TGR block 0%, HCV inhibitor 10%, AmpC inh detg 2%, HCMV antiviral -16 and AmpC inh no detg 35%.
`CCc1ccc(/C(C)=N/NC(=O)c2ccc(-n3cnnn3)cc2)cc1` gave Sm TGR block -3%, HCV inhibitor inconclusive, AmpC inh detg 0%, HCMV antiviral inconclusive and AmpC inh no detg -12%.
For CC(C)c1cnc2c(c1SCc1cccc(F)c1)c(=O)n(C)c(=O)n2C the results were Sm TGR block 3%, AmpC inh detg 8% and HCMV antiviral inconclusive.
For O=C(O)Cn1nc(-c2ccccc2)oc1=O the results were Sm TGR block 4%, HCV inhibitor 24%, FBPA Giardia inh 2%, AmpC inh detg 2%, HCMV antiviral -18 and AmpC inh no detg 3%.

Quoted at random: 5 records from the list
`CCC(C)NS(=O)(=O)c1ccc(S(=O)(=O)N(CCc2ccc(OC)c(OC)c2)Cc2cccs2)cc1` (stereo not drawn) gave Sm TGR block 4%, HCV inhibitor 11µM*, FBPA Giardia inh -1%, AmpC inh detg -9%, HCMV antiviral -64* and AmpC inh no detg -14%.
O=C1c2ccccc2N(Cc2ccc(Cl)cc2)C2=NCCN12 was read as Sm TGR block -10%, HCV inhibitor -2%, FBPA Giardia inh 0%, AmpC inh detg -17%, HCMV antiviral 24 and AmpC inh no detg -24%.
For CC(C)c1cnc2c(c1SCc1cccc(F)c1)c(=O)n(C)c(=O)n2C the results were Sm TGR block 3%, AmpC inh detg 8% and HCMV antiviral inconclusive.
`Cc1nnc(N2CCCC(C(=O)Nc3cccc(C(F)(F)F)c3)C2)c2nn(-c3ccccc3)c(C)c12` (stereo not drawn) gave Sm TGR block 15%, AmpC inh detg 6% and HCMV antiviral -33.
CC(=O)Nc1cc2nc(C)n(Cc3ccccc3)c2nc1C was read as Sm TGR block 4%, HCV inhibitor -11%, FBPA Giardia inh 4%, AmpC inh detg -19%, HCMV antiviral 10 and AmpC inh no detg -7%.

Remaining list, next part:
Screening O=C1c2ccccc2C(=O)N1Cc1nc2ccccc2c(=O)n1Cc1ccco1 returned Sm TGR block 4%, HCV inhibitor -2%, FBPA Giardia inh 2%, AmpC inh detg -12% and AmpC inh no detg -11%.
`C=CCn1c(=O)c2ccccc2n2c(SCc3cc(=O)n4ccsc4n3)nnc12` gave Sm TGR block -6%, HCV inhibitor 12%, FBPA Giardia inh -7%, AmpC inh detg inconclusive, HCMV antiviral 31 and AmpC inh no detg -7%.
O=C(CN1C(=O)NC2(CCCCCCC2)C1=O)NCc1ccccc1 was read as HCV inhibitor 9%, HCMV antiviral -6 and AmpC inh no detg -13%.
Screening O=C(CSc1nnc(-c2ccccc2F)o1)Nc1ccc(N2CCOCC2)cc1 returned Sm TGR block -16%, HCV inhibitor 15%, AmpC inh detg -1%, HCMV antiviral 0 and AmpC inh no detg -17%.
CC(C)CC(=O)Nc1ccc([N+](=O)[O-])cc1Cl was read as Sm TGR block -14%, HCV inhibitor -10%, FBPA Giardia inh -2%, AmpC inh detg 3%, HCMV antiviral inconclusive and AmpC inh no detg -15%.
Cc1ccc(S(=O)(=O)/N=C(/c2ccc(F)cc2)N(C)C)cc1 was read as Sm TGR block 0%, HCV inhibitor 13%, FBPA Giardia inh 5%, AmpC inh detg -4%, HCMV antiviral 33 and AmpC inh no detg 21%.
For Nn1c(SCC(=O)Nc2ccc3c(c2)OCCO3)nnc(CCC(=O)O)c1=O the results were Sm TGR block -31%, HCV inhibitor 4%, FBPA Giardia inh -11%, AmpC inh detg 0%, HCMV antiviral 16 and AmpC inh no detg -10%.
For Cc1ccc(-c2nc(C(=O)NCc3ccc(Cl)cc3)c3n2CCCCC3)cc1 the results were Sm TGR block 1%, AmpC inh detg -2% and HCMV antiviral -38.
`Cc1ccc(C)c(NC(=S)NCc2cccn2C)c1` gave Sm TGR block -26%, HCV inhibitor inconclusive, FBPA Giardia inh -2%, AmpC inh detg -3% and AmpC inh no detg -23%.
Screening CC(=O)Nc1ccc(-c2csc(Nc3ccccn3)n2)cc1 returned Sm TGR block 8%, HCV inhibitor inconclusive, FBPA Giardia inh -3%, AmpC inh detg -5%, HCMV antiviral 0 and AmpC inh no detg -7%.
CCN1CCN(C(=O)CN(c2cccc(Br)c2)S(=O)(=O)c2ccccc2)CC1 was read as Sm TGR block 3%, HCV inhibitor 16%, FBPA Giardia inh 7%, AmpC inh detg 7%, HCMV antiviral inconclusive and AmpC inh no detg 122%[activator].
For CC(NC(=O)C1CCN(C(=O)c2ccc(-n3ccc4ccccc43)s2)CC1)c1ccccc1 (stereo not drawn) the results were Sm TGR block -8%, AmpC inh detg 3% and HCMV antiviral 13.
